Compound activity as filed in PubChem BioAssay.
PAFAH1B2 FP inh: inhibitors of human PAFAH1B2 | recombinant PAFAH1B2, FP-rhodamine activity probe, fluorescence polarization | P68402 | 1.2% of 340,000 active | inhibition, % at 3.39 µM;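 active = inhibition above the mean of all tested compounds plus 3 SD, cut at about 24% in these data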;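 note: 0% = enzyme with DMSO and 100% = wells lacking PAFAH1B2; many of its hits are not listed in these tables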
PAD4 inh: inhibitors of human PAD4; recombinant PAD4, RCA probe fluorescence polarization; inhibition, % at 6.36 µM; 0.41% of 330,000 active;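 active = percent inhibition above a cutoff equal to the mean of all tested compounds plus 3 SD, cut at about 15% in these data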;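 note: 0% = PAD4 with RCA probe and DMSO and 100% = probe without PAD4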
Target sequence (Q9UM07 whole entry, looked up): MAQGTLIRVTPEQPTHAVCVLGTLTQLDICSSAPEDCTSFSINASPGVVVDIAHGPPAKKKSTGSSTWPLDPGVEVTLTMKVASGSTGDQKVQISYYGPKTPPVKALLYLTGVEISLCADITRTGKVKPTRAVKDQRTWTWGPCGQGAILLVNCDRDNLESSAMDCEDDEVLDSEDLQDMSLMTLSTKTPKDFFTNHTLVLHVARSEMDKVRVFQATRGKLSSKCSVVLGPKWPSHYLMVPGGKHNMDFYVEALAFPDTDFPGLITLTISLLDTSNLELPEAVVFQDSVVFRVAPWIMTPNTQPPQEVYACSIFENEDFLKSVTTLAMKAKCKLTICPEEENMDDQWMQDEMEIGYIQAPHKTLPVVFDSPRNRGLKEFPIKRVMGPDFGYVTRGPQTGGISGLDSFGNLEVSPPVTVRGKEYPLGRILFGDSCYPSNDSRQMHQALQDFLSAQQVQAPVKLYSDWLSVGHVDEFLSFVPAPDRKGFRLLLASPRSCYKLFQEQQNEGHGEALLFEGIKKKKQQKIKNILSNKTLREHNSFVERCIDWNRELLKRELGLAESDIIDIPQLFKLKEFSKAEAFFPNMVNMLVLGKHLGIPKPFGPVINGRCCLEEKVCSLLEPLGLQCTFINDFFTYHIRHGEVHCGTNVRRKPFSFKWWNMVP
LYPLA1 counter: counter-screen for PME1 inhibitors: inhibitors of human LYPLA1; inhibition, % at 5.9 µM; recombinant LYPLA1, FP-Rh probe fluorescence polarization; 0.16% of 320,000 active; O75608;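 active = inhibition above the mean of all tested compounds plus 3 SD, set per campaign, cut at about 14% in these data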;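 note: inhibitors block serine hydrolase probe labeling of LYPLA1 so polarization falls; 0% = enzyme with DMSO and 100% = wells lacking LYPLA1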
Target sequence (O75608 whole entry, looked up): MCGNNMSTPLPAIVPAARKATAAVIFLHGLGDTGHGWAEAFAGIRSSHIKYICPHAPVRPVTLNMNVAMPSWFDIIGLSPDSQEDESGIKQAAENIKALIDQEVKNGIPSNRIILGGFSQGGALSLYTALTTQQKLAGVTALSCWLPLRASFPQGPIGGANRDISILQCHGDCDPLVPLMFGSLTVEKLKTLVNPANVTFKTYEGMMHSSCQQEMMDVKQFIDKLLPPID
GSTO1 inh: GSTO1 inhibition, counter-screen for RBBP9 inhibitors. 1.1% of 300,000 active. P78417. inhibition, % at 5.96 µM. AID 1974. recombinant GSTO1, activity-based probe fluorescence polarization;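 active = inhibition above the campaign mean inhibition plus 3 SD, cut at about 35% in these data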;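 note: 0% = GSTO1-1 with DMSO and 100% = wells lacking GSTO1-1 enzyme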
PAFAH2 FP inh: PAFAH2 (human) inhibition; Q99487; recombinant PAFAH2, FP-rhodamine activity probe, fluorescence polarization; inhibition, % at 3.39 µM; 0.99% of 340,000 active; AID 492956;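 active = inhibition above the mean over all tested compounds plus 3 SD, cut at about 30% in these data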;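 note: inhibitors block probe labeling of enzyme so polarization drops; 0% = enzyme with DMSO and 100% = wells lacking PAFAH2 protein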
Fam108B inh: Fam108B inhibition, counter-screen for RBBP9 inhibitors; 0.33% of 300,000 active; inhibition, % at 9.51 µM; recombinant Fam108B, FP-Rh probe fluorescence polarization; AID 1947;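 active = inhibition above the screen mean inhibition plus 3 SD, computed separately per campaign, cut at about 18% in these data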;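 note: inhibitors lower polarization as less probe binds the enzyme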
PME-1 inh: blocks human protein phosphatase methylesterase 1; 0.53% of 320,000 active; recombinant PME-1, FP-Rh probe fluorescence polarization; Q9Y570; AID 2130; inhibition, % at 5.9 µM;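 active = inhibition above the campaign mean of all compounds plus 3 SD, cut at about 26% in these data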;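 note: competitive labeling of PME-1 active site by serine hydrolase directed probe; 0% = PME-1 with DMSO and 100% = wells lacking PME-1 enzyme; inhibitors block probe labeling so polarization falls and inhibition rises; many of its hits are not listed in these tables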
pPAFAH inh: inhibitors of human plasma PAF acetylhydrolase (pPAFAH); AID 463082; Q13093; inhibition, % at 3.39 µM; 1.5% of 330,000 active; recombinant pPAFAH, FP-rhodamine probe fluorescence polarization;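 active = inhibition above the mean inhibition across the screen plus 3 SD, cut at about 25% in these data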;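 note: inhibitors block binding of the rhodamine activity-based probe so polarization drops; 0% = enzyme with DMSO and 100% = wells lacking pPAFAH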
PAFAH1B3 FP inh: inhibitors of human PAFAH1B3. Q15102. recombinant PAFAH1B3, FP-rhodamine probe, fluorescence polarization. inhibition, % at 3.39 µM. 0.28% of 340,000 active;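 active = inhibition above the screen-wide average of all tested compounds plus 3 SD, cut at about 25% in these data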;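 note: 0% = enzyme with DMSO only and 100% = wells lacking PAFAH1B3 protein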
Target sequence (Q15102 whole entry, looked up): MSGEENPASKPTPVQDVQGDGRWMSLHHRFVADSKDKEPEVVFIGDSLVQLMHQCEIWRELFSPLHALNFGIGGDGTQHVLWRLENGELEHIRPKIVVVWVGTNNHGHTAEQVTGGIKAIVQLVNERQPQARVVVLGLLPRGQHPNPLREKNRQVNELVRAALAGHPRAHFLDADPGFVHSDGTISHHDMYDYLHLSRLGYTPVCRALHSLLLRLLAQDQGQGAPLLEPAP
* = called active by the depositor; / = no result given. This is a subset. The share of hits here may be higher or lower than overall.

SMILES	PAFAH1B2 FP inh	PAD4 inh	LYPLA1 counter	GSTO1 inh	PAFAH2 FP inh	Fam108B inh	PME-1 inh	pPAFAH inh	PAFAH1B3 FP inh
O=C(NCC1COCCO1)c1cc(COc2c(F)cccc2F)on1 (centres undefined)	-2	-2	-1	-1	0	-3	3	25*	3
COc1cccc(N(Cc2nnc3n2CCCCC3)C(=O)Nc2ccccc2)c1	2	1	-3	-9	-3	-1	2	3	4
CCOC(=O)[C@@H]1[C@H]2COc3cc(OC)ccc3[C@H]2N2C(=O)N(c3ccc(F)cc3)C(=O)[C@@]12C	-4	-10	1	-3	-8	-2	2	0	3
O=S1(=O)CCC(N=Cc2ccc(-c3ccc(Cl)cc3)o2)C1 (centres undefined)	4	-3	3	3	1	2	0	6	6
c1ccc(COC2CCCN(Cc3nc(Cc4ccccc4)no3)C2)cc1 (centres undefined)	5	3	5	6	-4	3	0	3	4
O=C(OCc1cc([N+](=O)[O-])cc2c1OCOC2)c1ccc2ccccc2n1	-4	0	0	12	0	1	-6	-3	4
Cc1cccc(C)c1OCc1nnc(SCC(=O)Nc2nccs2)o1	0	3	-2	13	10	-4	0	10	6
COc1cccc(Cn2c(OCC3CCCO3)nc3c2c(=O)n(C)c(=O)n3C)c1 (centres undefined)	4	0	-5	-1	-10	-1	-9	2	-2
COc1cccc(Nc2nnc(SCC(=O)N3CC(=O)Nc4ccccc43)s2)c1	7	0	4	7	0	-4	-5	-2	13
COc1c2c(cc3oc(C)cc(=O)c13)OC(C(C)(C)OC1OC(CO)C(O)C(O)C1O)C2 (centres undefined)	0	0	2	10	2	3	-2	-1	8
O=[N+]([O-])c1ccccc1S(=O)(=O)N1CCN(CC2CC=CCC2)CC1 (centres undefined)	2	-5	-1	-5	0	-4	0	3	-1
CC(=O)c1ccc(NC(=O)COC(=O)/C=C/c2cccs2)cc1	9	-3	/	/	57*	/	/	-7	5
CCn1c(Cn2nnc(-c3ccccc3)n2)nnc1SCC(=O)Nc1ccccc1	0	1	-1	1	4	-6	-6	0	-6
Cc1cc(C)n(C(=O)c2cc3ccccc3c(=O)o2)n1	2	-8	0	8	-9	1	-8	-2	-1
CCN1CCN(c2cc(C)c3cc(NC(=S)N4CCC5(CC4)OCCO5)ccc3n2)CC1	4	-2	6	0	-2	5	2	4	0
CC(=O)Nc1ccc(NC(=O)c2nc(S(=O)(=O)Cc3cccc(C)c3)ncc2Cl)cc1	4	-1	-1	-10	15	-4	-6	9	8
COc1cc(CNCCCN2CCOCC2)cc(Cl)c1OCC(=O)NC(C)(C)C	7	0	0	-2	-6	9	9	1	3
Cc1ccc(C(CNC(=O)Nc2ccc(Cl)cc2)N2CCN(C)CC2)cc1 (centres undefined)	-1	1	-4	11	3	-1	-3	3	4
O=C(c1cnn2ccccc12)N1CCCc2ccccc21	-4	3	3	-3	-6	1	3	2	-3
O=C(NCCCn1ccnc1)c1cccc(S(=O)(=O)N2CCCCCC2)c1	6	0	-3	-11	1	14	-4	-1	5
CCCn1cc([C@@H]2C[C@H]3CN(Cc4cccc(Cl)c4)C(=O)[C@]34CCCN24)c(C)n1	-1	-2	0	1	3	-3	1	0	10
CC[C@H](C)[C@@H]1NC(=O)c2cc([N+](=O)[O-])cc(F)c2NCCCC[C@@H](C(N)=O)NC(=O)[C@H](CCCCN)NC1=O	-3	-1	-1	2	-6	3	3	-2	10
C#CCOCCOCCOCCNc1nc(N2CCN(C(=O)[C@H]([C@@H](C)O)n3cc(CCCCN)nn3)CC2)nc(N2CCN(C(=O)[C@H]([C@@H](C)CC)n3cc(CCCN=C(N)N)nn3)CC2)n1	1	0	-1	3	0	2	8	-1	1
CC(=O)c1ccc2c(c1)OCCOCCOCCO2	5	-3	4	1	-3	3	1	1	2
NC(=O)C1CCN(C(=O)C2CC(=O)N(Cc3ccccc3)C2)CC1 (centres undefined)	3	0	0	/	-4	/	-1	-2	11
O=c1[nH]nc(N2CCOCC2)c(=O)[nH]1	10	-4	3	4	1	2	3	-2	4
CC(C)C(=O)NC(=S)Nc1c(Cl)ccc2nsnc12	4	0	4	7	4	1	4	1	8
O=Cc1cn(CCOc2ccccc2)c2ccccc12	2	1	0	-1	2	2	0	0	8
O=C(O)CC(CC(=O)N1CCN(C(=O)c2ccco2)CC1)c1ccccc1 (centres undefined)	7	-4	-2	-1	3	-6	-1	-5	11
Cn1c2ccccc2c2c(C(=O)NCCCN3CCCC3=O)cn(C3CCCCC3)c(=O)c21	1	-3	-2	-6	-16	0	0	-2	13
Clc1ccc(Cn2ncc3c(N4CCCC4)ncnc32)cc1	5	2	0	2	3	7	4	-3	6
CN(C(=O)c1ccc(NC(=O)Cc2ccc(NC(=O)C3CCN(C(=O)C4CCCC4)CC3)cc2)cc1)C1CC1	-6	-3	4	/	2	/	3	4	-1
COc1cc(/C=N\NC(=O)c2ccc(C)nc2)ccc1OC(=O)c1ccco1	1	0	-5	6	-3	1	-8	-1	-8
Cn1c(CN2CCN(c3ccc(Cl)cc3)CC2)nc2ccccc21	-3	1	0	4	5	2	3	1	13
CC1=C(Nc2ccc(C(=O)O)cc2)C(=O)c2ccccc2C1=O	6	0	-7	30	1	2	0	2	13
c1nnc2c3c4c(sc3ncn12)CCC4	1	-8	-7	-6	-5	0	-13	2	-3
CN(C)c1nc(NC(C)(C)C)nc(NC(C)(C)C)n1	4	0	3	8	-4	0	-5	-2	4
NC(=O)c1ccc(NC(=O)COC(=O)c2cccc(Oc3ccccc3)c2)cc1	-2	-2	-6	-4	-14	-6	-6	-5	-15
CC(C)(C)NC(=O)NC(=O)CN1CCc2ccccc21	0	-3	2	5	6	1	8	5	-2
O=C1Oc2ccccc2C(=O)/C1=C/N1CCN(c2ccccc2F)CC1	1	-3	-2	6	3	2	2	1	1

Three entries from above, in markdown.
| compound | PAFAH1B2 FP inh | PAD4 inh | LYPLA1 counter | GSTO1 inh | PAFAH2 FP inh | Fam108B inh | PME-1 inh | pPAFAH inh | PAFAH1B3 FP inh |
| --- | --- | --- | --- | --- | --- | --- | --- | --- | --- |
| c1nnc2c3c4c(sc3ncn12)CCC4 | 1 | -8 | -7 | -6 | -5 | 0 | -13 | 2 | -3 |
| COc1cc(/C=N\NC(=O)c2ccc(C)nc2)ccc1OC(=O)c1ccco1 | 1 | 0 | -5 | 6 | -3 | 1 | -8 | -1 | -8 |
| CCn1c(Cn2nnc(-c3ccccc3)n2)nnc1SCC(=O)Nc1ccccc1 | 0 | 1 | -1 | 1 | 4 | -6 | -6 | 0 | -6 |

(continued)
SMILES	PAFAH1B2 FP inh	PAD4 inh	LYPLA1 counter	GSTO1 inh	PAFAH2 FP inh	Fam108B inh	PME-1 inh	pPAFAH inh	PAFAH1B3 FP inh
Cc1ccc(Cl)cc1NC(=O)COC(=O)C1CCCCC1	4	1	-3	-10	37*	-1	0	12	5
COc1ccccc1CCNC(=O)CCSc1nc(-c2ccco2)cc(C(F)(F)F)n1	3	1	-8	-13	-3	-5	3	7	7
CCN1CCN(c2nc(-c3ccccc3)nc3ccccc23)CC1	2	-3	-1	0	3	-3	1	4	1
CCC(C)c1ccccc1NC(=O)c1cc2cccc([N+](=O)[O-])c2[nH]1 (centres undefined)	/	2	-7	3	/	4	7	6	/
CC(=O)N/N=C/c1cc(C)n(-c2ccc(Br)cc2)c1C	-2	-2	-3	2	2	2	0	10	-4
COc1ccc2sc(-c3ccccc3OC)c(-c3ccc(OC)c(F)c3)c2c1	-1	0	-1	/	1	/	-4	2	-2
COc1ccccc1NC(=O)CCc1nnc2ccc(N3CCCCC3)nn12	0	7	2	5	5	-2	-4	2	8
COc1ccc(N(CC(=O)Nc2ccc(S(=O)(=O)N3CCCCC3)cc2)S(C)(=O)=O)cc1OC	7	5	-1	-2	0	1	3	0	9
Clc1cc(NCc2cccs2)ccc1N1CCOCC1	-3	-11	2	2	-5	2	-1	9	4
COc1ccc(Nc2ccc(Cl)nn2)cc1	1	6	-1	2	7	0	1	4	-4
CN(C)NC(=S)Nc1ccc2nc(-c3ccccn3)c(-c3ccccn3)nc2c1	5	-5	-1	0	-1	0	2	-1	-1
O=C(CSc1nc(-c2ccccc2)nn1C(=O)c1ccccc1)Nc1cccc([N+](=O)[O-])c1	9	-2	0	-7	8	-1	0	7	-1
COCCN(C(=O)COC(=O)CSc1ccccc1)c1c(N)n(Cc2ccccc2)c(=O)[nH]c1=O	0	1	0	6	5	1	1	8	-3
CC1=C(C(=O)Nc2ccc(C(=O)NCCC(C)C)cc2)SCCO1	3	3	-1	-4	-5	-4	-3	8	11
C=CCn1c(C)nc2c(cnn2-c2ccccc2)c1=O	6	1	-2	0	1	-1	-2	5	9
C=CCNC(=O)CN1CCC(O)(c2ccc(F)cc2)CC1	1	-3	4	7	-3	4	-3	0	6
CC(C(=O)N1CCOCC1)(c1ccccc1)c1ccccc1	3	1	4	3	7	-2	1	-2	2
COC(=O)[C@H]1C[C@@H]1[C@H](NC(=O)c1cc(C)on1)c1ccccc1	6	0	4	2	8	1	4	-6	6
CC(C)CCNC(=O)c1ccc(-c2ccccc2)cc1	/	-1	-2	-3	/	-2	-5	2	/
CCCCNC(=O)/C(C#N)=C/c1ccc(C(=O)OC)cc1	5	-3	3	-1	-2	0	1	3	1

Shown as a hit in pPAFAH inh (from the list above):
smiles | PAFAH1B2 FP inh | PAD4 inh | PAFAH2 FP inh | PME-1 inh | pPAFAH inh | PAFAH1B3 FP inh
O=C(NCC1COCCO1)c1cc(COc2c(F)cccc2F)on1 (centres undefined) | -2 | -2 | 0 | 3 | 25* | 3

As entered above:
CN(C(=O)c1ccc(NC(=O)Cc2ccc(NC(=O)C3CCN(C(=O)C4CCCC4)CC3)cc2)cc1)C1CC1 | pPAFAH inh: 4
CCN1CCN(c2cc(C)c3cc(NC(=S)N4CCC5(CC4)OCCO5)ccc3n2)CC1 | PAFAH2 FP inh: -2
CC(C)C(=O)NC(=S)Nc1c(Cl)ccc2nsnc12 | PAFAH1B2 FP inh: 4
CC(=O)N/N=C/c1cc(C)n(-c2ccc(Br)cc2)c1C | PAFAH2 FP inh: 2
Cc1ccc(Cl)cc1NC(=O)COC(=O)C1CCCCC1 | LYPLA1 counter: -3
COc1ccc2sc(-c3ccccc3OC)c(-c3ccc(OC)c(F)c3)c2c1 | PAFAH1B2 FP inh: -1

The listing continues:
SMILES	PAFAH1B2 FP inh	PAD4 inh	LYPLA1 counter	GSTO1 inh	PAFAH2 FP inh	Fam108B inh	PME-1 inh	pPAFAH inh	PAFAH1B3 FP inh
CC(=O)c1cc(C#N)c(Oc2cccc(C(F)(F)F)c2)nc1C	-1	1	-3	0	7	-5	5	4	-6
N#CCCn1cc(C(=O)O)c(-c2cccs2)n1	8	-1	2	-6	0	2	4	-1	1
O=c1c(-c2ccccc2)cnc2n1CCS2	1	1	0	-7	4	4	6	2	8
CC(SCc1ccccc1)C(=O)Nc1ccc(F)cc1 (centres undefined)	5	-5	-4	0	-4	1	-2	4	0
COC(=O)[C@@]12CCCN1[C@H](c1ccc(-c3ccc4c(c3)OCO4)c(OC)c1)[C@H]1C(=O)N(C)C(=O)[C@H]12	2	-1	1	3	12	-2	-2	-5	2
CC(C)(C)c1nnc(NS(C)(=O)=O)s1	-1	-9	3	5	-3	-1	-8	-5	6
Cn1cccc1/C=N/n1c(-c2ccccc2)n[nH]c1=S	-4	2	-1	0	-4	1	-4	-1	-1
Cc1cc(C)n(-c2cc(N3CCN(S(=O)(=O)c4ccc(C)c(C)c4)CC3)ccc2[N+](=O)[O-])n1	3	-1	3	2	6	0	0	6	7
O=P(Cc1cc(Br)cc(Br)c1OCCO)(c1ccccc1)c1ccccc1	1	-1	1	2	2	5	1	0	3
